# UPR XBP1 act = activators of adaptive arm of unfolded protein response (XBP1); CHO-XBP1 luciferase reporter, IRE1-XBP1 UPR activation, luminescence; percent of tunicamycin response, DMSO as zero; activation, % at 20 µM; AID 463104; 330,000 tested, 0.33% active;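 active means versus positive control, 20 µM dose yields 30% or more activation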;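 further: 100% = tunicamycin at 10 µg/mL and 0% = DMSO only wells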
#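 Signal: luciferase luminescence; Assay system: CHO-XBP1 luciferase reporter cells; Amount: one thousand reporter cells per well; Dosing: 20 µM single concentration, DMSO 1%; Benchmarks: high control tunicamycin 10 µg/mL final, low control DMSO vehicle only; Schedule: 6 h compound exposure at 37 °C, 5% CO2; Evaluation: percent activation relative to tunicamycin reference.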
# tim10-1 inh = tim10-1 yeast growth inhibition | inhibition, % at 20 µM | 330,000 tested, 2.2% active | S. cerevisiae tim10-1 ts strain growth, BacTiter-Glo, 24 h;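 active means inhibition of at least 40%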;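 further: mutant grown at 25 °C; 0% = DMSO wells with yeast and 100% = wells holding no yeast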
# CXCR6 block = CXCR6 (human) receptor inhibition; CHO-K1 PathHunter CXCR6 beta-arrestin, luminescence; O00574; inhibition, % at 20 µM; 360,000 tested, 0.36% active; in the data active means inhibition above about 34%, passing the limit was not always enough;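 further: antagonist mode with CXCL16 agonist at 10 nM final; 0% = 10 nM CXCL16 with DMSO and 100% = unstimulated wells without agonist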
# Target sequence (O00574 whole entry, looked up): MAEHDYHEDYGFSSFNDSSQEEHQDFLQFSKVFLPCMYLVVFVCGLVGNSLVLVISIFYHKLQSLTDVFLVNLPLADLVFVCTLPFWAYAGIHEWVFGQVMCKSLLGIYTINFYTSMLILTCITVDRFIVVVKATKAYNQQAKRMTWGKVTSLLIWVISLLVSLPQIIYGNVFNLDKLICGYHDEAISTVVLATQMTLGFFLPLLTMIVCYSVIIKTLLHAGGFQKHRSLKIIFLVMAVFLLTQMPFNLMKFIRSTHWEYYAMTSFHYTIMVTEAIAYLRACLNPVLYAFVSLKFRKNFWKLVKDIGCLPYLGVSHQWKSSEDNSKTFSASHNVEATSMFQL
# APJ antag = APJ receptor antagonism; P35414; CHO-K1 APJ beta-arrestin complementation, luminescence; inhibition, % at 20 µM; 330,000 tested, 0.32% active; AID 2521;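 active means inhibition above about 40% at 20 µM, limit read from the data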;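 further: cells challenged with 10 nM apelin-13 agonist together with compound; plate controls were apelin-13 plus DMSO wells for no effect and DMSO wells lacking apelin-13 for full effect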
# Target sequence (P35414 whole entry, looked up): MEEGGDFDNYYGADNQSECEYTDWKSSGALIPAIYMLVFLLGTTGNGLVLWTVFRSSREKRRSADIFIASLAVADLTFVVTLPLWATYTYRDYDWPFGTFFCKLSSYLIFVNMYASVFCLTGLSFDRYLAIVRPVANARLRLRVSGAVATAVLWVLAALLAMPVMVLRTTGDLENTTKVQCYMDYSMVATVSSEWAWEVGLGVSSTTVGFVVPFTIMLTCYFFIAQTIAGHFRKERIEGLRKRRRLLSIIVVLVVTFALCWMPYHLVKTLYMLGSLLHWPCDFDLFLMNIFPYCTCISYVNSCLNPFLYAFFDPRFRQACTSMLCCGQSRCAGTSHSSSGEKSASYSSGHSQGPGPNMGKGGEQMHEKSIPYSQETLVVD
# tim23-1 inh = growth inhibitors of tim23-1 mutant yeast; AID 463212; inhibition, % at 20 µM; S. cerevisiae tim23-1 growth, BacTiter-Glo luminescence, 24 h; 330,000 tested, 1.3% active;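 active means growth inhibition of the mutant yeast at or above 50%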;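 further: temperature-sensitive mutant grown at 25 °C; plate controls were DMSO-treated mutant yeast for no effect and medium wells lacking yeast for full effect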
# TIM10 inh = TIM10 yeast growth inhibition; inhibition, % at 10 µM; 330,000 tested, 1.4% active; S. cerevisiae TIM10 strain growth, BacTiter-Glo luminescence, 24 h;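 active means inhibition of 40% or more at the single tested concentration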;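 further: wild-type TIM10 isogenic control strain grown at permissive 25 °C; 0% = DMSO yeast wells and 100% = minimal medium wells without yeast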
# Mdm2-MdmX inh = inhibitors of human Mdm2/MdmX interaction | inhibition, % at 8 µM | SaOS-2 split-luciferase Mdm2/MdmX complementation, luminescence | 330,000 tested, 3% active;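 active means inhibition of at least 50% at 8 µM in the primary screen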
# APJ ag = APJ receptor agonism | 330,000 tested, 0.11% active | CHO-K1 APJ PathHunter beta-arrestin, luminescence; 0% DMSO wells, 100% apelin | activation, % at 20 µM | AID 2520 | P35414;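 active means activation more than six SD over the plate average, tested at 20 µM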;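 further: 0% = DMSO alone and 100% = apelin-13 at 10 nM; some results filed as inactive read as strong as hits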
#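 Test system: CHO-K1 APJ beta-arrestin complementation cell line. Amount: cell density 1000 per well. Controls: DMSO negative, 10 nM Apelin-13 positive. Signal: luminescent beta-gal fragment complementation, chemiluminescent substrate. Read-out basis: agonist-driven arrestin binding to APJ. Timing: compound stimulation 90 min at 25 °C, detection 60 min.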
# UPR CHOP act = apoptotic UPR (CHOP) activation. CHO-CHOP luciferase reporter, luminescence; percent of tunicamycin response over DMSO baseline. activation, % at 10 µM. 330,000 tested, 0.34% active;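 active means at 10 µM dose, activation of 40% or more, normalized to positive control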;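 further: 100% = tunicamycin at 10 µg/mL and 0% = DMSO alone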
#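 Material: CHO-CHOP cells, stable luciferase reporter of PERK-eIF2a-CHOP signalling; quantity: 500 reporter cells seeded per well; buffer or medium: F12 medium containing 10% fetal bovine serum; compound: one dose, 10 µM in 0.5% DMSO; incubation: 6 h compound treatment, 37 °C; measured by: Steady-Glo luciferase luminescence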
# * hit, by the source's call; x = no result given.
SMILES,UPR XBP1 act,tim10-1 inh,CXCR6 block,APJ antag,tim23-1 inh,TIM10 inh,Mdm2-MdmX inh,APJ ag,UPR CHOP act
CCCCNC(=O)CN1C(=O)NC(CCc2ccccc2)C1=O (stereo not given),-3,1,0,13,7,1,1,-4,0.4
CCCc1cc(=O)[nH]c(SCC(=O)c2cc(C)n(C)c2C)n1,0,6,5,8,3,1,10,-4,-0.3
COc1cc(C(=O)NCc2ccncc2)cc(Br)c1OCc1ccccc1,-1,1,-10,-13,21,-21,19,4,-0.1
Cc1ccc(C)c(C(=O)n2cnnc2N)c1,0,5,-1,18,8,21,-11,3,1.1
O=C1c2ccccc2S(=O)(=O)c2cc(N3CCC4(CC3)OCCO4)ccc21,8,36,x,-3,-11,6,-29,4,7.5
O=C(NNc1cccc(Cl)n1)C(F)(F)F,2,-1,-3,5,2,11,-26,-2,4.4
Cc1cccc(NC(=S)NCc2cccn2C)c1,4,19,1,16,16,0,-4,0,-1.6
O=c1c2c([nH]n1-c1ccccc1)CCCC2,0,46*,-1,-13,39,20,-2,0,0.0
Cc1ccc(Sc2ccc(S(=O)(=O)Nc3ccc(C(=O)O)cc3)cc2)cc1C,-3,-3,2,10,7,16,23,-5,-0.2
CCOC(=O)c1sc(NS(=O)(=O)c2ccccc2Cl)nc1C,-4,13,-5,20,3,14,17,-1,-0.1
C=CCOc1ccc(Br)cc1CNC(C)(C)CO,-5,-1,-4,-20,2,2,11,-1,-1.4
CN1CCN(c2nc(-c3ccco3)cc(C(F)(F)F)n2)CC1,0,16,-8,-14,3,-6,-5,0,-0.1
Nc1nc(SCC(=O)c2ccc(Br)s2)n[nH]1,0,-7,-11,-25,24,-13,2,1,-3.0
CN(C(=O)c1ccc2c(=O)n3c(nc2c1)CCCCC3)c1ccccc1,-4,29,4,18,23,9,-2,-3,-3.6
COc1ccccc1NC(=O)CSc1nncn1N,-4,-18,-3,8,-13,-7,11,-1,-2.2
Cc1noc(C)c1C(=O)Nc1nc2ccc(Cl)cc2s1,1,50*,-8,4,62*,32,1,-1,4.4
Cn1nccc1C(=O)NC1CC(C)(C)Cc2c1cnn2-c1ccc(F)cc1 (stereo not given),-2,25,-6,1,35,6,2,-3,4.3
O=C(Nc1ccc(NC(=O)c2ccco2)cc1)c1ccc2c(c1)OCCO2,-5,-34,-7,-3,24,13,-27,-3,-2.2
Cc1ccc(Cl)cc1NC(C#N)c1ccccc1 (stereo not given),1,-17,-1,11,21,-16,2,-6,-2.8
CC(=O)c1cccc(NC(=O)COc2nsnc2N2CCOCC2)c1,-1,10,0,-4,-10,12,11,3,-0.1
COC(=O)c1cc(NC2c3ccccc3C(=O)N2c2ccc(Cl)cn2)cc(C(=O)OC)c1 (stereo not given),2,18,6,2,44,17,45,-2,2.0
Cc1cccc(NC(=O)CSCC(=O)Nc2ccccc2C(=O)NC2CC2)c1,-1,12,-4,-3,-6,-8,9,5,-0.3
CC(=O)Nc1cccc(/C(C)=N/NC(=O)c2c(-c3ccccc3Cl)noc2C)c1,-3,2,-9,9,2,6,-1,-1,-0.3
CCOC(=O)CCCCCN1C(=O)c2cccc3cccc(c23)C1=O,-2,-25,-6,9,17,-8,-3,-2,0.2
CN(C)c1ncc(S(=O)(=O)c2ccccc2)c(N)n1,-3,18,5,-19,5,-11,7,-2,0.2
O=C1NC(=O)C2(CCc3ccccc32)N1 (stereo not given),4,3,2,13,9,-5,0,0,-1.4
N[C@@H](Cc1ccc(O)cc1)C(=O)Nc1ccc2ccccc2c1,4,-20,-6,0,6,-4,-21,-1,2.4
CCOC(=O)c1ccc(NC(=O)C(=O)NCC2(c3ccc(OC)cc3)CCOCC2)cc1,-1,16,-1,-7,16,28,7,3,-0.4
O=C(O)c1cc(Cl)c(Cl)cc1C(=O)N1CCOCC1,1,-8,6,2,7,-4,8,-5,-1.6
O=c1[nH]cnc2sc3c(c12)CCCC3,0,10,0,15,11,8,1,-1,0.0
O=C(/C=C/c1ccc(F)cc1)NCCCn1ccnc1,-5,4,-30,-8,-3,-14,-5,1,0.2
O=C(COC(=O)c1cc(-c2cccnc2)nc2ccccc12)Nc1ccc(F)cc1F,2,23,-2,6,-24,25,4,-2,1.1
CCN(CC)CCN1C(=O)C(O)=C(C(=O)c2cccs2)C1c1ccc(C)o1 (stereo not given),1,11,0,14,3,-9,-3,-11,0.4
O=C(Cc1ccc(S(=O)(=O)N2CCOCC2)s1)Nc1cc(Cl)ccc1Cl,-1,44*,-9,-95,34,23,16,5,-0.3
CCOC(=O)Cc1csc(NS(=O)(=O)c2ccc(Br)cc2)n1,-1,11,-5,-29,31,-3,-13,-2,-0.3
COc1cccc(N(C(=O)CNC(=O)c2ccco2)C(C(=O)NC2CCCCC2)c2cccnc2)c1 (stereo not given),-2,9,-6,13,0,9,12,-4,1.8
COc1ccc(CCNCC(=O)Nc2ccc(C)c(S(=O)(=O)N(C)C)c2)cc1OC,-1,-5,-8,2,10,3,1,1,-1.5
Cc1ccccc1OCC(=O)NC(=S)Nc1cccc2cc(O)ccc12,-7,57*,9,10,63*,25,17,1,1.6
Cc1cccc(-n2c(C)cc(/C=N/n3cnnc3)c2C)c1,-3,-31,2,14,-11,-6,-3,2,-1.2
COc1ccc(OC)c(NC(=O)Nc2ccccc2C)c1,-2,16,-4,12,22,14,-15,-1,-0.7
N#CCCCSc1ncccc1-c1nc2ccccc2[nH]1,1,-4,-1,-9,11,21,4,-1,0.1
CC(C)(/C=N/NC(=O)CSCc1ccccc1Cl)CCC#N,-1,9,-10,-14,14,13,-2,-12,2.7
COc1cc(Cl)c(C)cc1NC(=O)Cc1ccc(OC)c(OC)c1,-3,5,1,-6,8,-2,9,-1,0.5
COc1ccc(C(=O)NNC(=O)C(C)NC(=O)c2ccccc2NC(=O)c2ccco2)cc1 (stereo not given),2,8,-3,1,-15,8,17,-1,0.4
O=C(NCc1ccccn1)C(=O)NCC(c1ccco1)N1CCN(c2ccc(F)cc2)CC1 (stereo not given),-3,-9,0,8,11,4,4,-2,-1.4
O=C(CCc1ccccc1)NNc1cc(N2CCCCC2)nc(N2CCCCC2)n1,1,6,12,28,-8,-5,11,-1,-0.8
COc1ccc(NS(=O)(=O)c2cc(NC(=O)/C=C/c3cccs3)ccc2N2CCOCC2)cc1,-3,14,8,-32,15,-1,53*,0,0.3
CC(=O)Nc1ccc(S(=O)(=O)N2CCC(n3cnc4cc(F)ccc43)CC2)cc1,-1,26,-7,1,-1,-7,-1,-2,-1.5
Cc1cc(N(C)C)nc(SC(C)C)n1,3,18,-2,-8,1,4,8,-1,2.1
Cc1cccc(-n2ncc3c(N4CCCc5ccccc54)ncnc32)c1,2,22,3,10,9,7,-48,-5,2.7
CCSc1nnc(Nc2ccccc2)s1,2,6,8,-8,7,-34,-24,1,-0.2
O=C(CCCCCN1C(=O)c2ccccc2C1=O)Nc1ccc(S(=O)(=O)N2CCCCC2)cc1,-2,31,2,7,36,26,27,-4,0.0
COc1ccc(CCNC(=O)c2ccc(CNc3nc(=S)[nH]c4ccccc34)cc2)cc1OC,-3,3,6,-2,10,13,-14,-4,-1.3
COc1ccccc1NC(=O)CCNC(=O)Cn1ccc2ccccc2c1=O,0,4,7,-2,-7,-5,13,-2,-1.5
C=CCn1c(SCC(=O)NC2CCCCC2)nnc1C(C)NC(=O)c1cccs1 (stereo not given),0,1,0,-5,14,12,31,-2,1.4
O=S(=O)(NCCNS(=O)(=O)c1ccc(F)cc1)c1ccc(F)cc1,0,14,0,17,-4,-17,-6,-2,-0.2
CCOc1ccc2nc(NCCNC(=S)NCCCN(C)C)c(C#N)cc2c1,1,0,-2,-12,9,-2,-10,-2,-0.7
COc1ccc(OC(C)C(=O)Nc2ccc([N+](=O)[O-])cc2)cc1 (stereo not given),2,17,6,11,17,9,28,0,-4.7
Cn1c(=O)n(C)c2cc(S(=O)(=O)Nc3ccc(F)cc3)ccc21,-3,1,-10,-10,15,-3,-2,-6,-2.5
COc1ccc(C2=Nn3c(nnc3-c3ccccn3)SC2)cc1,-2,22,15,24,26,4,29,0,-0.2
# Continued.
SMILES,UPR XBP1 act,tim10-1 inh,CXCR6 block,APJ antag,tim23-1 inh,TIM10 inh,Mdm2-MdmX inh,APJ ag,UPR CHOP act
O=C(CN1CCC(n2nnc3cc(F)ccc32)CC1)NNC(=O)c1ccccc1,-3,-7,1,15,-9,5,19,-3,-0.8
CC(=O)Nc1ccc(NC(=O)CSc2nnc(NC(=O)Cc3ccc(F)cc3)s2)cc1,-2,-7,2,-2,-8,1,13,0,-0.4
CCc1nnc(NC(=O)CN2CCN(c3nc(-c4ccccc4)cs3)CC2)s1,-2,37,-4,-16,50*,31,0,-5,-2.2
OC(CN1CCN(c2ccccc2F)CC1)c1ccc(F)cc1 (stereo not given),-1,10,6,0,4,-5,-26,-1,1.0
Cc1c(NC(=O)Nc2ccc(F)cc2F)c(=O)n(-c2ccccc2)n1C,-5,-11,8,4,-4,-2,14,-2,1.0
CC(=O)Nc1ccc(NC(=O)CSc2nnc(NC(=O)C3CC3)s2)cc1,0,-8,2,9,-4,-2,2,0,0.5
Cc1cccc(OCCNC(=O)CCc2ccccc2)c1,0,3,7,18,9,2,19,-4,-0.1
O=C(CN1C(=O)S/C(=C\C=C\c2ccccc2)C1=O)Nc1ccccc1C(=O)O,0,8,2,2,5,7,8,-3,-1.6
Cc1ccc(-n2c(Cl)c(Cl)[nH]c(=O)c2=O)cc1,-2,-14,-5,2,-3,-24,22,-2,5.7
CC(c1ccccc1)N1CC(C(=O)N2CCCC(C(N)=O)C2)CC1=O (stereo not given),1,5,-4,-6,7,-1,-9,-8,3.2
Cn1c(=O)c(C(N)=S)cn(-c2ccccc2)c1=O,-3,7,-7,24,10,-4,7,-3,-1.1
Cc1nnc(SCC(=O)Nc2ccc(N(C)C)cc2)n(N)c1=O,-2,4,6,-15,5,7,28,-3,-0.1
Cc1ccc(-c2nnc(N(C)C(=O)c3ccccn3)s2)cn1,2,0,4,4,-1,-10,-20,-7,1.7

# Not all compounds are listed. The share of hits here may be higher or lower than overall.
